# KCNH2 3.1 block – blocks the human KCNH2 3.1 channel isoform; activity change, % (tested at about 1.8 µM); AID 720553; 0.95% of 340,000 active; U2OS KCNH2 3.1, thallium flux FluxOr; stronger effect = lower value;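 active = maximum activity change below -70%; inconclusive = maximum activity change from -70% to -50%; inactive = maximum activity change above -50%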;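 note: thallium influx rate constant from kinetic fluorescence after stimulation buffer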
#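 Kinetic fluorescence (2 min after stimulation buffer) measures Tl+ influx through KCNH2 3.1 expressed by viral transduction in U2OS cells; the rate constant is normalized against DMSO controls serving as positive and negative references.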
# KCNH2 WT inh – KCNH2 (human, wildtype) channel inhibition. Q12809. U2OS, BacMam KCNH2, thallium flux FluxOr; stronger effect = lower value. activity change, % at 1.84 µM. 0.37% of 340,000 active. AID 720551;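 active = maximum activity change below -70%; inconclusive = maximum activity change between -70% and -50%; inactive = maximum activity change above -50%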
#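 U2OS cells were transduced with wild-type KCNH2 virus (2.03 x 10^8 / mL) for 4 h at room temperature, then cultured overnight at 37 C. Thallium flux was read with FluxOr dye. Rate constants were normalized to DMSO controls.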
# BCR signal inh – blocks chronic active B-cell receptor signaling | Potency, µM (highest dose often 46.1 µM), for the others: top-dose ratio change, negative = lower green/red ratio, hits mostly inhibitors | AID 493014 | 0.05% of 340,000 active | ABC-DLBCL IkBa-CBG/CBR reporter, luminescence ratio, 4 h; active = well fitted inhibition curve with a large enough effect in the signal ratio, with a control signal flat, not every such curve was filed as active; inconclusive = small, poorly fitted or top-dose-only effect, or effect the other way, or a change in a side signal; the % refers to the signal ratio;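 note: potency is the fitted concentration of half-maximal effect; plate controls were basal doxycycline-induced cells for no effect and cells given 10 µM MG132 for full effect; MG132 reads +100%, hits lower the ratio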
#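 Cell line TMD8 (human ABC DLBCL), stably expressing tet-inducible CBG68-IkBa fusion and CBR; IMDM/0.5% FBS; cpd up to 46 uM; dox induction, 4 h, 37C/5% CO2; dual luminescence; green/red ratio; MG132 control.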
# Eya2 inh – blocks the phosphatase activity of human Eya2; O00167; recombinant Eya2, OMFP fluorescence dephosphorylation (OMFP is methylfluorescein phosphate); Potency, µM (highest dose often 76.9 µM), for inactives: top-dose activity, negative = inhibition, usual class: inhibitors; 0.006% of 330,000 active; AID 488837; note: potency is the fitted concentration of half-maximal effect
#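 Eya2 protein (added as 0.2 uM solution) was preincubated with compound for 10 min at ambient temperature in 50 mM HEPES pH 7.5, 50 mM NaCl, 5 uM MgCl2, 0.05% BSA, 1 mM DTT. OMFP (added at 50 uM) then reacted 10 min; fluorescence read at 485/525 nm.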
# Giardia killer – kills Giardia lamblia | Giardia lamblia trophozoite viability | AID 540267 | 0.15% of 340,000 active | activity change, % at 7.66 µM, hits read low; in the data active = activity change below about -80%; inconclusive = between about -30% and that limit;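 note: parasites exposed to compound for two days anaerobically before the ATP read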
#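 Media and compound were dispensed first, then trophozoites at 100 cells/well; plates sat 48 hrs at 37 deg C without oxygen before ATP luminescence reagent was added and read after 15-30 min at room temperature.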
# GALK inh – inhibitors of human galactokinase; 0.007% of 270,000 active; AID 1868; Potency, µM (doses to about 57.5 µM), for inactives: at the top dose activity change, negative = inhibition, hits mostly inhibitors; Purified GALK, Kinase-Glo residual ATP luminescence; P51570; note: potency is the fitted concentration of half-maximal effect
#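 ATP-depletion format; final 35 uM ATP, 100 uM D-galactose, 5 nM enzyme; pH 8.0 HEPES/Mg2+ buffer; 60 min RT; luminescence read 10 min after detection reagent.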
# B2AR arrestin – agonists driving beta-arrestin recruitment to human beta2-adrenergic receptor; AID 492947; P07550; 0.02% of 330,000 active; Potency, µM (series often up to 46.1 µM), without a hit: at the highest dose activation, usual class: activators; beta-arrestin recruitment to beta2AR, cell-based reporter;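 note: potency is the fitted concentration of half-maximal effect; 0% = DMSO controls and full agonism = EC100 isoproterenol or metaproterenol; nearly all actives have a fitted effect of over 65% in size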
# USP2a inh – USP2a (human) protease inhibition. USP2 core, Ub-CHOP2 coupled fluorogenic reporter, 485/531. O75604. Potency, µM (series often up to 38.3 µM), for the others: top-dose activity change, negative = inhibition, actives largely listed as inhibitors. 0.01% of 330,000 active;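 note: potency is the fitted concentration of half-maximal effect; plate controls were DMSO wells for no effect and full inhibition by NEM control for full effect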
# Target sequence (O75604 whole entry, looked up): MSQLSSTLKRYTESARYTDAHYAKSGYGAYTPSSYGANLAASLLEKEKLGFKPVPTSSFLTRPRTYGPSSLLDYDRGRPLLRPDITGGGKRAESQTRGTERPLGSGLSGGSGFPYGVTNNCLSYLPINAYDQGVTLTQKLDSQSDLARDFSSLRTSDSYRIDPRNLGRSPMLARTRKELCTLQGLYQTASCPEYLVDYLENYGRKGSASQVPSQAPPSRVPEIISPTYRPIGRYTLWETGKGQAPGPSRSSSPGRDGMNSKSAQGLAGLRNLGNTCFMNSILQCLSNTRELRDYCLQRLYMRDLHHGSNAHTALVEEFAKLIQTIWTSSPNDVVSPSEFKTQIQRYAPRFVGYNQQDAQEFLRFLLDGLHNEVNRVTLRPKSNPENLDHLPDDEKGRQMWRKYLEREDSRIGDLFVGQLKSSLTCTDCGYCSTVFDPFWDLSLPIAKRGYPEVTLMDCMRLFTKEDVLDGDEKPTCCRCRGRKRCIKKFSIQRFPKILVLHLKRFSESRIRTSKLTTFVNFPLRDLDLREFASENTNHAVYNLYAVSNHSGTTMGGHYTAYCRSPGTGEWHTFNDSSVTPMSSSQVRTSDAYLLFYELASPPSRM
#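 USP2 core (10nM final) preincubated 30min RT with compound in 20mM Tris-HCl pH 8.0, 2mM CaCl2, 2mM beta-mercaptoethanol, 0.05% CHAPS; 25nM Ub-CHOP2 plus 25nM reporter substrate added, fluorescence (Ex485/Em531) read after 60min.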
# Coupling enz – inhibits coupling enzyme system, counter-screen for aldolase hits. coupling enzyme system counterscreen, AmpLite Red fluorescence. 0.67% of 290,000 active. activity change, negative = inhibition, % at 58.2 µM, hits read low; in the data active = activity change below about -30%
#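 Activity here indicates interference with the coupling reaction, not aldolase inhibition. Compounds at 57.5 uM final met coupling enzymes for 10 min at RT; substrate and AmpLite Red detection followed, with a 525/598 nm fluorescence read after 20 min.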
# uPA surface inh – blocks generation of uPA at the cell surface | 0.31% of 330,000 active | Potency, µM (titrated, usually from 38.3 µM), inactives show at the highest dose activity change, negative = inhibition, hits mostly inhibitors | cell surface uPA generation assay, qHTS; active = well fitted inhibition curve with a large enough effect; inconclusive = small, poorly fitted or top-dose-only effect; inactive = no such curve, though single readings can be large or run the other way; tested in mouse RAW 264.7 cells; note: potency is the fitted concentration of half-maximal effect; nearly all actives have a fitted effect of over 55% in size
# PKM2 act – PKM2 (human) enzyme activation; AID 1631; purified PKM2, Kinase-Glo ATP luminescence, activation; response scale: 0% is enzyme alone, no compound; Potency, µM (top dose mostly 57.5 µM), inactives show top-dose activation, most hits filed as activators; P14618; 0.34% of 260,000 active; note: potency is the fitted concentration of half-maximal effect; nearly all actives have a fitted effect of over 55% in size
# Target sequence (P14618 whole entry, looked up): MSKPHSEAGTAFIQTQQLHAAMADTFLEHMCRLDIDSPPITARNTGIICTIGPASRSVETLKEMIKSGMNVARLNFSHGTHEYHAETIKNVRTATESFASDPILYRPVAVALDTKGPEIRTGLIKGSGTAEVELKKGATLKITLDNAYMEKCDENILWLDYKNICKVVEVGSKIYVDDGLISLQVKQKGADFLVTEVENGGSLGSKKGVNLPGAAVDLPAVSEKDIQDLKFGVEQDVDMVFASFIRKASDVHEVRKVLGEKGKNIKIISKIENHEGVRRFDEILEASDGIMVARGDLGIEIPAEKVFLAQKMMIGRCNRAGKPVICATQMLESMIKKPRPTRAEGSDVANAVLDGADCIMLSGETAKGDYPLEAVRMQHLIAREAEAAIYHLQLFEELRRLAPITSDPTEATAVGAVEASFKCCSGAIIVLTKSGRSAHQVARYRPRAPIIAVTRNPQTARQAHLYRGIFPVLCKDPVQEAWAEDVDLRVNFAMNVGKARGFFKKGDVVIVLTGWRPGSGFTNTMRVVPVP
#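 ATP formation by purified human PK-M2, quantified via coupled luciferase luminescence after 1 h at room temperature with 0.1 mM ADP and 0.5 mM PEP final.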
# * = called active by the depositor; ? = inconclusive; / = no result given; & = joins results of further samples; [ ] = dose if it differs, or a comment. Unless noted, calls come from the whole dose curve; as a rule, active = well fitted curve in the direction sought with a large enough effect; inconclusive = small, poorly fitted or top-dose-only effect, or another doubt; inactive = no such curve, though single readings can be large; an effect the other way counts as inactive or inconclusive. Unless noted, % is set by controls: 0 for no effect and ±100 for the full control effect. Not all compounds are listed; rates above refer to the full screens.
SMILES,KCNH2 3.1 block,KCNH2 WT inh,BCR signal inh,Eya2 inh,Giardia killer,GALK inh,B2AR arrestin,USP2a inh,Coupling enz,uPA surface inh,PKM2 act
Cc1cc(/C=C2/C(=O)NC(=O)N(Cc3ccco3)C2=O)c(C)n1-c1ccccc1,1,2,-1%,3%,15,1%,-0.3%,2%,2,-7%,11%
O=C1NC(=O)[C@]2(Cc3ccccc3N3CCN(c4ccccc4)CC32)C(=O)N1Cc1ccccc1 (some centres undefined),13,-9,?,-4%,-5,1%,-0.3%,?,-6,-5%,0%
COc1cc2[nH]c(=O)n(-c3cccc(Cl)c3)c(=O)c2cc1OC,-12,9,?,-16%,0,-1%,0.1%,2%,0,-3%,-4%
CC(C)n1c(=O)c(C=Nc2ccc(Br)cc2)c(O)n(Cc2ccco2)c1=O,-10,-9,4%,0%,-10,2%,-0.8%,-1%,-1,-7%,-5%
COc1ccc(C=O)cc1O,-17,-2,4%,7%,-11,/,0.1%,1%,0,11%,0%
COC(=O)C1=C(c2ccc(C(C)=O)cc2)C[C@@H]2CC[C@H]1N2C(=O)N1CCC(C)CC1,9,15,?,-8%,-2,/,-0.8%,0%,/,16%,/
COC(=O)C1=C(c2ccc(OC)c(OC)c2)C[C@@H]2CC[C@H]1N2C(=O)NCCOc1ccccc1Cl,13,-9,0%,-14%,-10,/,0.2%,-1%,/,11%,/
OC1CCCCC1N1CCC(c2ccccc2)CC1 (centres undefined),3,9,-11%,5%&-2%,6,-2%,-1.3%,-2%,4&2,1%,11%
Cc1c(NP(=O)(C(C)(C)C)C(C)(C)C)c(=O)n(-c2ccccc2)n1C,13,-6,?,2%,-7,-1%,-1.1%,0%,2,0%,-1%
CC(C)(C)n1cccc1/C=C1\C(=O)NC(=O)N(c2ccccc2)C1=O,9,-4,?,3%,-2,1%,1.5%,0%,2,-1%,7%
COc1ccc(-n2c(O)c(C=NCCN(C)C)c(=O)[nH]c2=O)cc1,-4,-5,-13%,?,-4,2%,0.3%,1%,3,5%,-3%
CC(=O)Nc1ccc(S(=O)(=O)N2CCN(c3cccc(C)c3C)CC2)cc1,3,-14,-3%,6%,19,0%,0.1%,-11%,3,?,0%

# Reprinted from the part before: two compounds, then new ones.
SMILES,KCNH2 3.1 block,KCNH2 WT inh,BCR signal inh,Eya2 inh,Giardia killer,GALK inh,B2AR arrestin,USP2a inh,Coupling enz,uPA surface inh,PKM2 act
COc1ccc(-n2c(O)c(C=NCCN(C)C)c(=O)[nH]c2=O)cc1,-4,-5,-13%,?,-4,2%,0.3%,1%,3,5%,-3%
CC(=O)Nc1ccc(S(=O)(=O)N2CCN(c3cccc(C)c3C)CC2)cc1,3,-14,-3%,6%,19,0%,0.1%,-11%,3,?,0%
c1ccc2c(CN3CCCCCCC3)c[nH]c2c1,-6,-4,?,-6%,-7,-1%,-0.4%,-2%,-1,-10%,3%
CCOC(=O)c1[nH]c2ccc(OC)cc2c1C(SCC(=O)O)c1ccc(C(F)(F)F)cc1 (centres undefined),1,0,?,-7%,15,0%,3.0%,-1%,9,0%,/
O=C(O)C1CSC(c2cccnc2)N1 (centres undefined),-2,-5,2%,6%,2,6%,0.3%,0%,3,3%,-5%
c1ccc(NC2=NCCCS2)cc1,-14,8,-11%,1%,-2,-3%,-0.5%,1%,1,7%,/
Cn1c(O)c(C=Nc2ccc(Cl)cc2)c(=O)n(C)c1=O,5,-10,5%,13%,-4,0%,-0.5%,3%,0,-5%,-10%
CCCCCn1c(=O)c(C(=O)Nc2ccccn2)c(O)c2ccccc21,4,-5,1%,-3%,17,2%,0.4%,0%,-1,36%[activator],-5%
O=c1[nH]c(=O)n(-c2cccc3ccccc23)c(O)c1C=NCc1ccc2c(c1)OCO2,-15,-12,?,-22%,2,0%,0.3%,2%,0,0%,-10%
Cc1ccc(C)c(CN2CCC(n3nnc4cc(F)ccc43)CC2)c1,?,24,-2%,-13%,-7,4%,-0.9%,0%,-2,9%,-3%
O=c1[nH]c(CN2CC=C(c3ccccc3)CC2)nc2scc(-c3cccs3)c12,-11,4,?,4%,-6,/,-1.0%,-4%,-3,7%,21%
COC1=C[C@@H]2[C@@H]3Cc4ccc(OC)c(O)c4[C@]2(CCN3C)CC1=O,5,-12,/,/,-6,/,/,/,-6,0%,/
CC1C(=O)N(Cc2ccccc2F)c2ccccc2N1C(=O)c1c(F)cccc1F (centres undefined),17,0,?,14%,20,2%,-0.3%,-8%,-4,-5%,/
COc1ccc(-n2c(Cc3cccc([N+](=O)[O-])c3)nc3ccccc3c2=O)cc1,2,-1,?,-2%,48[activator],-4%,-0.5%,-1%,0,-3%,0%
COc1ccc(CCC(=O)N2C[C@H]3C[C@@H](C2)c2cccc(=O)n2C3)cc1,1,-10,3%,12%,-4,/,0.0%,1%,0,1%,8%
COC(=O)C1=C(c2ccc(OC)c(OC)c2)C[C@@H]2CC[C@H]1N2C(=O)NCCO,9,5,2%,2%,4,/,0.1%,0%,/,12%,/
CN(CCc1ccccc1)Cc1ccccc1[N+](=O)[O-],21,11,10%,-33%,7,1%,-0.3%,0%,3,9%,3%
COc1ccccc1OCCCn1cc(C(=O)c2ccco2)c2ccccc21,-12,9,?,5%,-11,1%,2.2%,-7%,4,-6%,12%
COC(=O)C(O)(c1c[nH]c2ccccc12)C(F)(F)F (centres undefined),6,3,7%,-3%,-26,1%,3.2%,1%,-6,4%,3%
Cc1ccccc1-n1c(O)c(/C=C2/C(c3ccccc3)=Nc3ccccc32)c(=O)[nH]c1=O,1,1,?,-2%,-7,-6%,6.0%,0%,-1,-9%,-1%
COc1ccc(C2(C(=O)c3ccccc3)C(=O)c3ccccc3C2=O)cc1,1,0,?,-1%,-24,4%,-0.3%,2%,-1,-20%,-10%
Nc1ccccc1C(=O)OCC(=O)c1ccc2c(c1)OCCO2,-8,-4,?,17%,-16,11%,-0.2%,-3%,2,-12%,-2%
Cn1c(=O)cc(SCC(=O)N2CCC3(CC2)OCCO3)c2ccc(Cl)cc21,29,1,-11%,9%,-20,0%,-0.1%,2%,-2,-4%,4%
CC(=O)c1c(O)n(C2CCCCCC2)c(=O)[nH]c1=O,-4,-13,?,14%,1,-2%,0.0%,0%,0,-1%,-5%
CC(=O)N(C1=NCCCS1)c1ccccc1F,4,11,1%,17%,-5,-3%,0.1%,-2%,0,4%,-9%
COCCNC(=O)c1c(NC(=O)c2ccco2)n(Cc2ccccc2)c2nc3ccccc3nc12,-15,/,23%,8%,-12,-3%,-0.3%,0%,-33*,1%,4%
CCn1cc(C=C2C(=O)N(C)C(=O)N(C)C2=O)c2ccccc21,19,0,4%,-9%,?,4%,0.0%,-1%,1,6%,1%
Fc1cccc(C2NCc3ccccc3-n3cccc32)c1 (centres undefined),5,-1,5%,-9%,3,0%,-0.2%,-2%,-1,-1%,/
O=C1N[C@H](Cc2ccccc2)COC(=O)[C@H](Cc2ccc(F)cc2)C/C=C\C[C@@H]1CC(=O)N(CCO)Cc1ccccc1,/,/,?,-3%,-7,/,-1.4%,4%,/,?,/
Clc1ccc(C2NCCc3[nH]cnc32)cc1 (centres undefined),-12,-17,1%,-8%,8,-1%,0.6%,5%,-10,1%,5%
CC(=O)OC1C=CC2[C@H]3Cc4ccc(O)c5c4[C@@]2(CCN3C)C1O5 (some centres undefined),6,-6,?,-7%,5,/,-0.3%,3%,/,-8%,/
c1ccc(P(c2ccccc2)c2ccccn2)cc1,-12,-39,2%,5%,13,3%,0.2%,1%,1,5%,-6%
O=C(CN1CC=C(c2ccccc2)CC1)NC(=O)NC1CCCCC1,8,1,6%,-14%,3,1%,0.1%,0%,-2,-4%,-2%
COc1ccc(-n2c(O)c(C(C)=NCC3CCCO3)c(=O)[nH]c2=O)cc1 (centres undefined),-11,-4,?,6%,-16,-1%,-0.8%,-5%,-1,-2%,0%
O=c1c2ccccc2nc(-c2ccccc2)n1-n1cccc1,0,-1,2%,9%,-16,2%,-0.1%,0%,4,0%,-3%
C#C[C@]1(O)CCC2C3C(CC[C@@]21C)[C@@]1(C)CC[C@@H](O)CC1=C[C@H]3O (some centres undefined),5,0,0%,-8%,-7,/,-0.6%,0%,/,0%,/
O=c1c2ccccc2nc(/C=C/c2ccc(O)cc2)n1-c1cccc(O)c1,-1,-1,?,10%,?,0%,-0.4%,3%,-1,-3%,0%

# Part of the list above, with two lines to a compound.
# Below each SMILES – KCNH2 3.1 block	KCNH2 WT inh	BCR signal inh	Eya2 inh	Giardia killer	GALK inh	B2AR arrestin	USP2a inh	Coupling enz	uPA surface inh	PKM2 act
> CC(=O)OC1C=CC2[C@H]3Cc4ccc(O)c5c4[C@@]2(CCN3C)C1O5 (some centres undefined)
  6	-6	?	-7%	5	/	-0.3%	3%	/	-8%	/
> c1ccc(P(c2ccccc2)c2ccccn2)cc1
  -12	-39	2%	5%	13	3%	0.2%	1%	1	5%	-6%
